Screening results from PubChem.
KCNH2 3.1 block: inhibitors of human KCNH2 3.1 potassium channel isoform; 340,000 compounds, 0.95% hits; U2OS KCNH2 3.1, thallium flux FluxOr; hits give low values; activity change, % (tested at about 1.8 µM);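 active = maximum activity change below -70%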;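 also: thallium influx rate constant from kinetic fluorescence after stimulation buffer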
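Normalized rate constant (relative to positive and negative DMSO controls) derived from a 2 min kinetic fluorescence read after stimulation; U2OS cells expressing the 3.1 isoform via virus at 1.77 x 10^8 /mL.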
Active calls of the source: *. % is scaled to controls: 0 for no effect and ±100 for the full control effect.

mol,KCNH2 3.1 block
Cc1ccsc1C(=O)OCC(=O)NC1CCCCC1,3
CCCOc1ccc(C(=O)CCC(=O)OCC(=O)N2CCN(S(=O)(=O)c3ccc(C)cc3C)CC2)cc1,-20
O=C1NC(Cc2ccc(O)cc2)c2nc3ccc(Br)cc3c(=O)n2-c2cc3ccccc3cc21 (configuration not stated),-11
Cc1cc(NS(=O)(=O)c2ccc(NC(=O)c3ccc(Cl)nc3)cc2)nc(C)n1,7
CC1=NNC(=O)C1C(c1ccc(F)cc1)C(C#N)C#N (configuration not stated),2
COCCNC(=S)N(C)[C@H]1C[C@H]2c3cc(-c4ccccc4)ccc3CCN2C(=O)[C@H]1[C@H](C)O,3
CN(C(=O)c1cccc(NC(=O)Cc2ccc(NC(=O)C3CCN(C(=O)C4CCCCC4)CC3)cc2)c1)C1CCCC1,-16
Cc1ccc(CNC(=O)c2cc(-c3ccccc3)nn2CC2CC(c3cccc([N+](=O)[O-])c3)=NO2)cc1 (configuration not stated),-13
CCOC(=O)c1ccc(S(=O)(=O)N2CCC(C(=O)NCC3COc4ccccc4O3)CC2)cc1 (configuration not stated),-7
O=C(Nc1cccc(C(=O)N2CCCC2)c1)C1CCCCC1,-9
O=C(c1ccc(-c2ccccc2Cl)s1)N1CCOCC1,-4
CC(=O)N1CCOc2ccc(S(=O)(=O)N3CCC(C(=O)NCc4ccc(Cl)cc4)CC3)cc21,2
CN(CC(=O)Nc1ccc(Cl)c(C(F)(F)F)c1)C(=O)C1CCN(C(=O)c2ccc(Cl)cc2)CC1,-31
Brc1ccc2ncc3ccccc3c2c1,6
O=C(OCc1cn([C@@H]2CN(Cc3cccs3)[C@@H](c3ccccc3)C[C@H]2O)nn1)c1ccccc1,-5
CC1CCC(NC(=O)C(NS(=O)(=O)c2ccc(Br)cc2)C(C)C)CC1 (configuration not stated),1
CC(C)CC1(C)CNC(=O)NC1,0
Cc1ccc(S(=O)(=O)N2C[C@H]3[C@H]4C(=O)N(c5ccccc5)C(=O)[C@H]4C[C@H](OC(=O)Nc4c(C)noc4C)[C@@]3(O)C2)cc1,2
CC(=O)c1ccc(NS(=O)(=O)c2ccc([N+](=O)[O-])cc2)cc1,-3
S=c1[nH]c2cnc(Cl)nc2[nH]1,-13
Cc1ccc([C@H]2N[C@]3(CCCN(Cc4cccn4C)C3=O)[C@H]3C(=O)N(C)C(=O)[C@@H]23)cc1,-34
Cc1ccccc1Nc1nc(Cl)nc(NC(C)(C)C)n1,-1
Cc1ccccc1NS(=O)(=O)c1ccc(C(=O)NCc2ccccc2CN2CCCC2)cc1,-9
O=C1c2ccccc2-c2c1c1ccccc1c(=O)n2CCO,-7

Grouped by structure: the entries above with a Cl atom
mol,KCNH2 3.1 block
Cc1cc(NS(=O)(=O)c2ccc(NC(=O)c3ccc(Cl)nc3)cc2)nc(C)n1,7
O=C(c1ccc(-c2ccccc2Cl)s1)N1CCOCC1,-4
CC(=O)N1CCOc2ccc(S(=O)(=O)N3CCC(C(=O)NCc4ccc(Cl)cc4)CC3)cc21,2
CN(CC(=O)Nc1ccc(Cl)c(C(F)(F)F)c1)C(=O)C1CCN(C(=O)c2ccc(Cl)cc2)CC1,-31
S=c1[nH]c2cnc(Cl)nc2[nH]1,-13
Cc1ccccc1Nc1nc(Cl)nc(NC(C)(C)C)n1,-1

Next results follow:
mol,KCNH2 3.1 block
CC(C)Oc1ccc(S(=O)(=O)N2CCOCC2)cc1NC(=O)CN1C(=O)c2ccccc2C1=O,-34
O=C(CN1CCN(C(=O)CNC(=O)c2ccc(N3CCCC3=O)cc2)CC1)Nc1cccc(F)c1,-13
c1ccc(CCNc2ccc3c(c2)Cc2ccccc2-3)nc1,14
N=c1c(S(=O)(=O)c2ccccc2)cc2c(=O)n3ccccc3nc2n1C1CCCCC1,10
CCc1ccc(N2CC(C(=O)N/N=C/c3ccccc3)CC2=O)cc1 (configuration not stated),-3
O=C(NCc1ccncc1)c1ccc(NS(=O)(=O)c2ccccc2)cc1,1
CCOc1cc2c(cc1O)C(=NO)CC1C2CCC2(C)C(O)CCC12 (configuration not stated),-11
COc1cccc(COC(=O)C2CC(=O)N(Cc3ccccc3)C2)c1OC (configuration not stated),0
O=C(NCc1ccccc1CN1CCCC1)c1ccc(S(=O)(=O)Nc2ccccc2)cc1,-19
C[C@@H]1CN([C@H](C)CO)C(=O)c2c(c3ccccc3n2C)-c2ccccc2CO[C@H]1CN(C)S(=O)(=O)c1cn(C)cn1,8
CCN1CCN(c2sc(S(=O)(=O)CC)nc2S(=O)(=O)c2ccc(Cl)cc2)CC1,18
COc1ccccc1N1CCN(CCCN2C(=O)C3CCCCN3C2=O)CC1 (configuration not stated),-5
O=c1c2ccccc2sn1-c1ccc(Cl)cc1Cl,10
CCOC(CN=c1nc(N(C)C)ss1)OCC,-2
COc1ccc(S(=O)(=O)N(C)C)cc1NC(=O)COC(=O)c1n[nH]c2ccccc12,9
OCCOCCn1c(C(CO)Nc2nc(-c3cccc(Br)c3)cs2)nc2ccccc21 (configuration not stated),-8
CC(=O)Nc1ccc(NC(=O)C2CCN(S(C)(=O)=O)CC2)cc1,-4
Cn1cnnc1Sc1nc2c(c(=O)n(C)c(=O)n2C)n1C,22
O=C(CN1CCN(C(=O)c2cc(C3CC3)nn2-c2ccccc2)CC1)Nc1ccc(F)cc1,-6
O=C1CCC([N+](=O)[O-])C(c2ccc(C(F)(F)F)cc2)N1 (configuration not stated),1
CSc1ccc(C(=O)Nc2cc(S(=O)(=O)N3CCOCC3)ccc2N2CCOCC2)cc1[N+](=O)[O-],-13
Cc1cccc(NC(=O)CCc2ccc(N3C(N)=NC(N)=NC3(C)C)cc2)c1,-3
CCCCC1CC(=O)NC1(C(=O)OCC)C(=O)OCC (configuration not stated),3
O=C1CC2C(CCC23OCCO3)c2ccc3ccccc3c21 (configuration not stated),8
COc1cc(C(=O)NCc2cn3ccsc3n2)cc(OC)c1OC,2
Cc1cccc(C(=O)OCC(=O)NC(=O)NC2CCCCC2)c1,3
CCCCCCCCCCCCN1[C@@H](CC(=O)OC)c2cc(F)cc(F)c2S1(=O)=O,10
COc1ccc(Cc2nc3ccc(C(=O)NCCSC)cc3o2)cc1,-1
Cc1ccc(NC(=O)CSc2nnc(COc3ccccc3F)n2N)cc1S(=O)(=O)N1CCOCC1,-13
O=S(=O)(NN=C(c1ccccc1)c1ccccc1)c1ccccc1,7
Cc1ccc(NC(=O)C(C)OC(=O)c2cc(=O)[nH]c3ccccc23)cc1S(=O)(=O)N1CCOCC1 (configuration not stated),-3
O=C(NCCc1ccccc1)c1cccc(NC(=O)C2CCCC2)c1,-4
C=CCn1c2ccccc2c2nnc(SCC(=O)OC)nc21,-22
C[C@H]1CN([C@@H](C)CO)C(=O)CCCn2nncc2CO[C@H]1CN(C)S(=O)(=O)c1cccc(F)c1,0
O=C(COC(=O)c1cncc(Br)c1)Nc1nnc(-c2ccccc2)o1,17
CC#CCN(Cc1ccco1)C(=O)C1CCC(=O)N(CCc2cccc(F)c2)C1 (configuration not stated),4
Cc1ccc(-c2cc(C(=O)N/N=C/c3cccnc3)c3ccccc3n2)cc1C,32
COc1c(C=NNC(N)=O)c(OC)c(OC)c2c1CCO2,5
O=C(CCCCC(=O)OCC1CCCO1)OCC1CCCO1 (configuration not stated),0
Nc1nnc(-c2ccc([N+](=O)[O-])o2)s1,-26
O=C(Nc1cccc(C(=O)N2CCCCC2)c1)C1CCCC1,-2
COC(=O)C[C@@H]1C[C@H]2c3cc(NC(=O)Nc4ccccc4F)ccc3O[C@H]2[C@H](CO)O1,-21
CC1NC(=O)COC1c1ccccc1 (configuration not stated),-5
CCCc1cc2c(cc1NC(=O)Cc1ccccc1)OCO2,17
C=C1C(=O)OC2C=C(CO)C3OC3C3OC3(C)CC(OC(=O)/C(=C/C)COC(C)=O)C12 (configuration not stated),-24
CC(C)C[C@H]1CNC(=S)N1CC1CCCN1C[C@H](Cc1ccccc1)N1C[C@H](Cc2ccc(O)cc2)N(CC2CCCCC2)C1=S (some centres not stated),9
CC(C)(C)S(=O)(=O)N1C[C@H]2CC/C=C\C/C=C\2[C@@H]1CCO,11
C[C@H](CO)N1C[C@H](C)[C@@H](CN(C)C(=O)Cc2ccccc2)OCc2cnnn2CCCC1=O,9

Seven successive records from above, for reference:
mol,KCNH2 3.1 block
Cc1ccc(-c2cc(C(=O)N/N=C/c3cccnc3)c3ccccc3n2)cc1C,32
COc1c(C=NNC(N)=O)c(OC)c(OC)c2c1CCO2,5
O=C(CCCCC(=O)OCC1CCCO1)OCC1CCCO1 (configuration not stated),0
Nc1nnc(-c2ccc([N+](=O)[O-])o2)s1,-26
O=C(Nc1cccc(C(=O)N2CCCCC2)c1)C1CCCC1,-2
COC(=O)C[C@@H]1C[C@H]2c3cc(NC(=O)Nc4ccccc4F)ccc3O[C@H]2[C@H](CO)O1,-21
CC1NC(=O)COC1c1ccccc1 (configuration not stated),-5

The list continues:
mol,KCNH2 3.1 block
CCc1cc(C(=O)Nc2cc(S(=O)(=O)N3CCOCC3)ccc2N2CCN(CC)CC2)sc1C,-9
CCc1nc(SCC(=O)N2CCc3cc(OC)c(OC)cc3C2)c(C#N)cc1C,18
Cc1cccc(Oc2ncccc2[N+](=O)[O-])c1C,4
COc1cccc2cc(-c3ccccc3)oc12,-8
O=c1[nH]c(=S)[nH]c2nc(-c3ccccc3)cnc12,9
c1ccc(SC23CC4CC(CC(C4)C2)C3)nc1,-3
Cc1ccc(S(=O)(=O)N(C)c2ccc(C(=O)NC3CCCCC3)cc2)cc1,7
Cc1ccc(N2CC(C(=O)Nc3ccccc3C(=O)NC3CCCCC3)CC2=O)cc1C (configuration not stated),3
Cc1sc(NC(=O)C2CC(=O)N(Cc3ccco3)C2)nc1-c1ccccc1 (configuration not stated),10
CCc1ccccc1NC(=O)CNC(=O)CCC(=O)c1cc(C)sc1C,7
CCOc1ccc(OCCOCCOc2c(Cl)cccc2Cl)cc1,-1
COc1cc(/C=N/NC(=O)c2cc(-c3cccc(OC(C)C)c3)nc3ccccc23)ccc1O,6
CC(C)CN1CCC(=O)NC1=S,2
CCOC(=O)c1c(NS(=O)(=O)c2ccc(Br)cc2)sc2c1CCC2,-1
COc1ccc(C(=O)NCC(C)NC(=O)c2ccc(OC)cc2)cc1 (configuration not stated),6
CCCC(=O)Nc1ccc(S(=O)(=O)N2CCc3ccccc32)cc1,17
O=C(COC(=O)/C=C/c1cccc(Br)c1)Nc1ccc(Cl)cn1,7
CC(C)C1C(=O)N(Cc2cn(Cc3ccco3)nn2)CCS(=O)(=O)N1Cc1ccc(-c2cccc(N(C)C)c2)cc1 (configuration not stated),1
C/C(=N/NS(=O)(=O)c1ccc(Br)cc1)c1cccc(NC(=O)C2CC2)c1,7
Nc1nc2c(ncn2C2CCCC2)c(=O)[nH]1,15
CCOc1ccc(Br)cc1S(=O)(=O)Nc1cccc(S(=O)(=O)N2CCOCC2)c1,-9
COC(=O)c1ccc([C@H](NC(=O)c2ccco2)[C@]2(C)C[C@H]2C2CCCCC2)cc1,-14
COc1cc2cc(CN(Cc3ccc4c(c3)OCO4)C(=O)c3ccco3)c(=O)[nH]c2cc1OC,-2
COC(=O)c1c(-c2ccsc2)oc2ccc(-c3cc(OC)c(OC)c(OC)c3)cc12,-2
CCOC(=O)C1(Cc2ccccc2)C(=O)Nc2ccccc21 (configuration not stated),14
Cn1c(N)cc(=O)[nH]c1=S,12
CC(=O)CSc1nc2nccnc2[nH]1,2
CCN(CC(O)COc1ccc(OCC(O)CN(CC)C2CCCCC2)cc1)C1CCCCC1 (configuration not stated),-12
Cc1cccc(C2N(c3ccc(F)cc3)C(=O)C3CCCN32)c1 (configuration not stated),11
CN1C(=O)[C@H]2[C@@H](c3ccc(C(F)(F)F)cc3)N[C@]3(CCCN(Cc4ccc(Cl)cc4)C3=O)[C@H]2C1=O,19
C[C@H](CO)N1C[C@H](C)[C@@H](CN(C)Cc2ccccc2F)Oc2ncc(Br)cc2C1=O,-37
COc1cc(N2CCC(O)CC2)ccc1Nc1nnc(Cl)c(Nc2ccccc2S(C)(=O)=O)n1,13
CN1C[C@@H]2[C@@H]3C(=O)N(Cc4ccccc4)C(=O)[C@@H]3[C@](Cc3ccccc3)(C1=O)N2C(=O)c1ccc(C(F)(F)F)cc1,-1
CCCCCCn1c(=O)n2n(c1=O)[C@@H]1CN(S(=O)(=O)c3ccc(C)cc3)C[C@]1(O)[C@@H](OC(=O)Nc1c(C)noc1C)C2,-8
CCN(CC)CC(O)CNc1ccnc2c(Cl)ccc(Cl)c12 (configuration not stated),-2
CN(CC(=O)Nc1ccc(Cl)c(C(F)(F)F)c1)C(=O)c1ccc(S(=O)(=O)N2CCOCC2)cc1,1
O=C1CSC(=S)N1N=Cc1ccccc1O,14
Cn1c(CCCNC(=O)c2ccco2)nc2ccccc21,13
NS(=O)(=O)c1ccc(NC(=O)CN(C(=O)C(F)(F)F)C2CCCC2)cc1,6
Cc1cc2c(Nc3ccccc3O)ncnc2s1,12
CC(=NNC(=O)c1ccncc1)c1ccc(Cl)cc1Cl,15
O=C1[C@@H]2[C@H](C(=O)N1CC(O)COCc1ccccc1)C1C=C[C@H]2C1 (some centres not stated),6
c1ccc(NCCSc2nc3ccccc3s2)cc1,-11
c1ccc(N=Nc2ccc(C3=NCCO3)cc2)cc1,0

The list is partial; count on the stated rates, not on these rows.
